# Screening results: PubChem BioAssay, National Center for Advancing Translational Sciences (NCATS)
# GoLoco inh red: inhibitors of human Gai1-RGS12 GoLoco interaction (red fluorophore) | Gai1:RGS12 GoLoco peptide FP, rhodamine, 10 min | AID 880 | Potency, µM (series often up to 61.6 µM), inactives show top-dose activity, negative = inhibition, actives largely listed as inhibitors | 230,000 compounds, 0.44% hits; active means well fitted inhibition curve with a large enough effect, not every such curve was filed as active; inactive means no such curve, though single readings can be large or run the other way; further: nearly all actives have a fitted effect of over 30% in size; many of its hits are not listed in these tables
# TRb SRC2 PPI: disrupts binding of human TR beta to SRC2 | P10828 | 280,000 compounds, 0.065% hits | TRbeta-SRC2 peptide binding, fluorescence polarization; receptor liganded with 1 µM T3 | AID 1469 | Potency, µM (series often up to 106 µM), for the others: at the highest dose activity change, negative = inhibition, actives largely listed as inhibitors;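 further: plate controls were bound peptide for no effect and peptide without receptor for full effect; nearly all actives have a fitted effect of over 50% in size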
# Target sequence (P10828 whole entry, looked up): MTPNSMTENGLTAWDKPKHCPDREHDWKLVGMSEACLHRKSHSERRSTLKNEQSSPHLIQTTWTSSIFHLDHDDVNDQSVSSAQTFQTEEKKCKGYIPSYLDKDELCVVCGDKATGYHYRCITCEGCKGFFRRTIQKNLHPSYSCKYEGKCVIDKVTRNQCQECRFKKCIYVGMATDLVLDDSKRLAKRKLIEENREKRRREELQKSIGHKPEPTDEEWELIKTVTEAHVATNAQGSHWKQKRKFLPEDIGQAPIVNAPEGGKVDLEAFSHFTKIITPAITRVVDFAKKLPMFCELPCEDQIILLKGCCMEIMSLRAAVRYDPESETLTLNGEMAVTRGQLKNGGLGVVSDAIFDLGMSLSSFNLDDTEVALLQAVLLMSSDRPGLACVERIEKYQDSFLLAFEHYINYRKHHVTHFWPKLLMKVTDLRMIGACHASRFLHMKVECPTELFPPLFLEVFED
#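 Read-out is fluorescence polarization (555 nm excitation, 632 nm emission) of a Texas Red SRC2 coactivator peptide; loss of signal reflects blocked binding to human TRb ligand-binding domain in the presence of 1 uM T3.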
# KDM4E inh: blocks human JMJD2E demethylase activity; 230,000 compounds, 1.6% hits; B2RXH2; Potency, µM (series often up to 57.1 µM), for the others: at the top dose activity change, negative = inhibition, hits mostly inhibitors; JMJD2E catalytic domain, FDH-coupled NADH fluorescence (FDH is formaldehyde dehydrogenase); active means well fitted inhibition curve with a large enough effect, not every such curve was filed as active; inconclusive means small, poorly fitted or top-dose-only effect, or another doubt; inactive means no such curve, though single readings can be large or run the other way;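 further: 0% = wells with enzyme and -100% = buffer wells without enzyme; nearly all actives have a fitted effect of over 50% in size; many of its hits are not listed in these tables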
# Target sequence (B2RXH2 1-337 limits assumed): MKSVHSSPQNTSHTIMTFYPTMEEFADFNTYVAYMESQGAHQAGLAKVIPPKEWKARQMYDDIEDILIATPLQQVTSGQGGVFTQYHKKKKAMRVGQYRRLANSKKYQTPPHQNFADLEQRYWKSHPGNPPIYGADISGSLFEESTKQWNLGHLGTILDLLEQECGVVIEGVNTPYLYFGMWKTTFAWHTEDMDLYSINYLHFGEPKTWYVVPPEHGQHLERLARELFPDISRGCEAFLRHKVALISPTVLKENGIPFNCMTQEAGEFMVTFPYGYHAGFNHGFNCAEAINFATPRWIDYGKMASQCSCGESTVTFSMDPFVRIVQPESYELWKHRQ
# TexasRed fluor: Texas Red fluorescence interference in TRb-SRC2 counter-screen; 280,000 compounds, 0.29% hits; TRb/SRC2 Texas Red total fluorescence interference; Potency, µM (series often up to 106 µM), for inactives: top-dose fluorescence change, negative = quenching; active means well fitted curve in either direction with a large enough effect; inconclusive means small, poorly fitted or top-dose-only effect
#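 Human TRβ ligand-binding domain (0.6 uM) and Texas Red SRC2 peptide (20 nM) in Tris buffer with 1 uM T3 and 5% DMSO were incubated with pinned compound for 5 hr at ambient temperature. Total fluorescence was computed as S + 2P (555/632 nm).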
# L3MBTL1 block: blocks human L3MBTL1; Q9Y468; AlphaScreen L3MBTL1–H3K9me1 peptide binding; Potency, µM (titrated, usually from 57.1 µM), for inactives: at the top dose activity, negative = inhibition, most hits filed as inhibitors; 230,000 compounds, 0.66% hits; further: nearly all actives have a fitted effect of over 60% in size
#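 L3MBTL1 50 nM + b-AHA-H3(1-15)K9me1 75 nM, 30 min RT; compound added, 30 min RT; streptavidin donor/Ni-chelate acceptor beads 10 ug/mL each final, 30 min RT dark; AlphaScreen read.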
# RECQ1 inh: inhibitors of human RECQ1 DNA helicase; P46063; Potency, µM (doses to about 57.3 µM), for inactives: at the top dose activity, negative = inhibition, most hits filed as inhibitors; AID 2549; RECQ1 DNA unwinding, red fluorescence kinetic read; 240,000 compounds, 0.54% hits;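 further: plate controls were vehicle for no effect and no enzyme for full effect; nearly all actives have a fitted effect of over 30% in size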
#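 50 nM RECQ1T1 preincubated 15 min with compound in Tris pH 8.0 buffer with MgCl2, DTT, Tween-20 and 2.5 ug/ml poly(dI-dC); started with 200 nM TAMRA/BHQ-2 forked duplex and 2 mM ATP. Unwinding read as fluorescence (525/598 nm), two reads 2 h apart.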
# Tau fibril ThT: blocks human tau fibril formation measured by thioflavin T; P10636; 270,000 compounds, 2.1% hits; Potency, µM (doses to about 57.4 µM), without a hit: at the top dose activity, negative = inhibition, hits mostly inhibitors; recombinant tau K18 P301L, heparin-induced fibrillization, ThT fluorescence; further: nearly all actives have a fitted effect of over 55% in size
# Target sequence (P10636 561-689 P618L limits assumed): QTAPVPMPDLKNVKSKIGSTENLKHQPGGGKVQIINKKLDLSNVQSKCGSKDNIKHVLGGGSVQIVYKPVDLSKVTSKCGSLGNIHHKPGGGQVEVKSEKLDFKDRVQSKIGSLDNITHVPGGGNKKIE
#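 Fibril formation assay: tau K18 P301L at 15 uM with trace Alexa 594 label, heparin inducer 20 uM, pH 7 sodium acetate buffer, 37 C for 6 hr; endpoint ThT signal.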
# Tau fibril FP: tau fibrillization inhibition (FP); K18 P301L tau heparin fibrillization, Alexa594 FP, 6 h; AID 1468; Potency, µM (titrated, usually from 57.7 µM), for inactives: top-dose activity, negative = inhibition, usual class: inhibitors; 280,000 compounds, 0.39% hits; P10636; further: nearly all actives have a fitted effect of over 55% in size
#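 Steps: dispense K18 P301L tau (15 uM plus 0.24 uM Alexa 594 tracer, final) in pH 7 sodium acetate; add compound; add heparin (20 uM final); incubate 6 hr, 37 C; add ThT (30 uM final); after 1 hr ambient, read FP.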
# * hit, by the source's call; i = inactive; u = inconclusive; x = not tested or not shown; [ ] = remark or other dose. Unless noted, the call rests on the fitted dose curve; in most records, active means well fitted curve in the direction sought with a large enough effect; inconclusive means small, poorly fitted or top-dose-only effect, or another doubt; inactive means no such curve, though single readings can be large; an effect the other way counts as inactive or inconclusive. Unless noted, on the % scale 0 is the no-effect control and ±100 the full control effect; potency means the concentration at half of the fitted maximal effect. This is a subset. The share of hits here may be higher or lower than overall.
# Second line of a record: GoLoco inh red | TRb SRC2 PPI | KDM4E inh | TexasRed fluor | L3MBTL1 block | RECQ1 inh | Tau fibril ThT | Tau fibril FP
CCS(=O)(=O)N1Cc2ccccc2CC1C(=O)Nc1ccc(F)cc1 (centres undefined)
→ -3% | 6% | 5% | 0% | x | -5% | x | 5%
COc1cccc(N2CCN(C(=O)c3c(C)oc4ncnc(N5CCOCC5)c34)CC2)c1
→ x | -6% | x | 0% | x | x | -6% | 0%
COc1cc(OC)c(C2C(C#N)=C(N)Oc3cc(C)n(CCCN4CCOCC4)c(=O)c32)cc1OC (centres undefined)
→ -4% | -4% | -4% | 0% | -4% | 8% | -11% | -1%
C=Cc1ccc(Cn2c(C(=O)O)c(CNCc3cc(OC)ccc3OC)c3ccc(C)cc32)cc1
→ x | -3% | x | 0% | x | x | -10% | 8%
O=C(c1cccs1)N1N=C(c2ccccc2)CC1c1ccc(O)cc1 (centres undefined)
→ 5% | -1% | 86%[activator] | -2% | -3% | -5% | -8% | u
Clc1ccc(COc2ccccc2-c2ccnc3ncnn23)cc1
→ -7% | -5% | u | -5% | 2% | i | 1% | -12%
CC(OC(=O)c1nc(-c2ccccc2)n(-c2ccccc2)n1)C(=O)Nc1cc(Cl)cc(Cl)c1 (centres undefined)
→ -13% | -17% | -4% | 2% | 5% | -5% | 1% | 8%
Cc1ccc(C)c(N(CC(=O)NC(C)(C)C)C(=O)CNC(=O)c2cccs2)c1
→ 12% | -1% | -19% | 3% | 6% | i | 5% | 9%
CCC(C)NC(=O)Cn1cnc2sc(C)cc2c1=O (centres undefined)
→ 8% | 3% | -1% | -2% | 4% | -5% | 4% | 2%
O=C(CC1C(=O)NCCN1CC1CCCCC1)NC1(c2ccccc2)CC1 (centres undefined)
→ 3% | -1% | 5% | -1% | 10% | i | -4% | -7%
COc1ccc(C(=O)/C=C/c2ccc(OC)c(O)c2)c(F)c1
→ 36%[activator] | 1% | -4% | -7% | -8% | -2% | 1% | -4%
CC1CN(C(=O)c2cccc(S(=O)(=O)Nc3cc(Cl)ccc3Cl)c2)CC(C)O1 (centres undefined)
→ 8% | -3% | 2% | 4% | 3% | -2% | -2% | 6%
CCc1ccc(NC(=O)c2cc(S(=O)(=O)NC3CCCCCC3)ccc2F)cc1
→ x | 9% | x | -4% | x | x | 4% | u
CC/C(O)=C1\C(=O)CC(c2ccccc2)CC1=NC(C)C (centres undefined)
→ 7% | -8%[53 µM] | -3% | -1%[53 µM] | 4% | -1% | 6% | 4%
c1csc(-c2csc(-c3cccs3)n2)c1
→ 0% | -2% | u | -2% | 36%[activator] | i | u | u
CCN(C(=O)c1ccc(Br)cc1)c1ccccc1
→ 11% | -1% | -7% | -1% | 14% | i | 0% | 4%
CC(C)OC(=O)Cn1nnc(-c2ccccc2)n1
→ -1% | -2% | -1% | 3% | x | -8% | -13% | -6%
NC(=O)C12CCCC(Br)(CCC1)C2
→ -3% | 3% | 5% | -4% | -2% | -6% | 7% | 2%
CNC(=O)Nc1cc(C(C)(C)C)no1
→ 0% | 1% | 9% | -4% | -3% | i | -1% | 3%
CCC(C)c1ccc(S(=O)(=O)N2CCN(C(=O)COc3ccc4c(C)cc(=O)oc4c3)CC2)cc1 (centres undefined)
→ 12% | 5% | -3% | 1% | x | 3% | 3% | 0%

# An excerpt from above, showing only TexasRed fluor, Tau fibril ThT and TRb SRC2 PPI:
Compound | TexasRed fluor | Tau fibril ThT | TRb SRC2 PPI
Clc1ccc(COc2ccccc2-c2ccnc3ncnn23)cc1 | -5% | 1% | -5%
CC(OC(=O)c1nc(-c2ccccc2)n(-c2ccccc2)n1)C(=O)Nc1cc(Cl)cc(Cl)c1 (centres undefined) | 2% | 1% | -17%
Cc1ccc(C)c(N(CC(=O)NC(C)(C)C)C(=O)CNC(=O)c2cccs2)c1 | 3% | 5% | -1%
CCC(C)NC(=O)Cn1cnc2sc(C)cc2c1=O (centres undefined) | -2% | 4% | 3%

# (further entries)
# Second line of a record: GoLoco inh red | TRb SRC2 PPI | KDM4E inh | TexasRed fluor | L3MBTL1 block | RECQ1 inh | Tau fibril ThT | Tau fibril FP
Cc1ccc(C(=O)NCCCn2ccnc2)cc1[N+](=O)[O-]
→ -13% | x | 4% | x | 8% | -14% | 5% | -8%
Cc1ccc(C(=O)OCC(=O)Nc2cc(S(=O)(=O)N3CCOCC3)ccc2C)cc1
→ 7% | -2% | 6% | -1% | 0% | -2% | -4% | -8%
COc1ccc(NC(=O)Nc2cccc(-c3cn4cccnc4n3)c2)cc1
→ x | 6% | x | 0% | x | x | u | -6%
CCONC(=O)Nc1ccccc1[N+](=O)[O-]
→ x | 2% | -6% | -6% | 3% | -4% | 0% | -5%
CCn1c(C(=O)Nc2ccccc2C(=O)OC)cc2sc(Cl)cc21
→ x | 3% | x | 7% | x | x | 13% | 13%
Cc1[nH]n(-c2ccc([N+](=O)[O-])cc2)c(=O)c1C=NCCc1c[nH]c2ccccc12
→ 2% | 14% | 16% | -12% | 4% | -5% | -16% | -7%
CSc1nc(-c2ccco2)nn1S(=O)(=O)c1ccccc1
→ -17% | -9% | -5% | -1% | 9%[11.4 µM] | i | -16% | -6%
NS(=O)(=O)c1ccc(CCNc2nc3c(-c4cccc(F)c4)nnn3c3ccccc23)cc1
→ 1% | 3%[53 µM] | u | 0%[53 µM] | 2% | -2% | u | u
COc1cccc(CNC(=O)Cc2c(C)c3c(cc(C)c4c(C)c(C)oc43)oc2=O)c1
→ x | 2% | x | 0% | x | x | 8% | -2%
CCC(c1nnnn1CCc1ccccc1)N1CCN(C(=O)c2ccco2)CC1 (centres undefined)
→ 2% | -18% | -2% | -2% | -3% | -7% | -6% | 8%
COc1ccc(OC)c(CNC(=O)C2CCN(S(=O)(=O)N3CCCCC3)CC2)c1
→ x | 2% | x | 0% | x | x | 5% | 0%
O=C(c1ccc(NC(=S)Nc2ccc(Cl)c(Cl)c2)cc1)N1CCCC1
→ 6% | -3% | 7% | -2% | 5% | -2% | 4% | u
CS(=O)(=O)N1CCN(C(=O)c2ccc(-c3ccccc3)cc2)CC1
→ 8% | -5% | 0% | 3% | 5%[11.4 µM] | -18% | 8% | -8%
Cc1ccc(NC(=S)NCC2CCCO2)cc1 (centres undefined)
→ 3% | -14% | 4% | 1% | x | i | -4% | -4%
CCOC(=O)C/C(C)=N/NC(=O)C1CC1(c1ccccc1)c1ccccc1 (centres undefined)
→ x | 1% | 2% | -3% | -8% | -3% | -13% | 2%
O=C(CNC(=O)c1ccccc1)OCc1cc(=O)n2ccsc2n1
→ x | -2% | x | -5% | x | x | -1% | 7%
Cc1cc(C)c(NC(=S)N(CCc2ccncc2)C(C)C)c(C)c1
→ -7% | -11% | 26% | 1% | x | -2% | -5% | -13%
CNC(=S)Nc1ccc(OCc2ccccc2)cc1
→ 5% | -7% | -14% | -3% | -6%[11.4 µM] | i | -11% | -1%
COc1ccc(NC(=S)N2CCCN(Cc3cccc(Cl)c3)C2)cc1
→ 4% | 9% | 33%[activator] | 3% | x | -5% | 1% | 17%
O=C(COc1ccc(Br)cc1)NCc1ccccn1
→ -4% | 0% | 4% | 0% | x | 6% | -2% | -2%

# Reprinted at random: 2 compounds from above
# Second line of a record: GoLoco inh red | TRb SRC2 PPI | KDM4E inh | TexasRed fluor | L3MBTL1 block | RECQ1 inh | Tau fibril ThT | Tau fibril FP
CS(=O)(=O)N1CCN(C(=O)c2ccc(-c3ccccc3)cc2)CC1
→ 8% | -5% | 0% | 3% | 5%[11.4 µM] | -18% | 8% | -8%
COc1ccc(OC)c(CNC(=O)C2CCN(S(=O)(=O)N3CCCCC3)CC2)c1
→ x | 2% | x | 0% | x | x | 5% | 0%

# The list goes on:
SMILES,GoLoco inh red,TRb SRC2 PPI,KDM4E inh,TexasRed fluor,L3MBTL1 block,RECQ1 inh,Tau fibril ThT,Tau fibril FP
CCOC(=O)c1c(C=O)c(C)n(Cc2ccccc2Cl)c1C,-8%,-6%,0%,1%,x,-16%,u,-11%
Cc1nn(Cc2ccccc2)c(Cl)c1C(=O)NCc1ccco1,10%,5%,-1%,-5%,u,-9%,-3%,-3%
Cc1sc2ncn(CC(=O)N3CCN(c4ccc(F)cc4)CC3)c(=O)c2c1S(=O)(=O)N1CCN(c2ncccn2)CC1,x,0%,x,u,x,x,0%,12%
CCCC(=O)n1nc(NCc2ccc(OC)cc2)nc1NCc1ccc(OC)cc1,16%,-4%,-24%,-6%,-5%[11.4 µM],-9%,-10%,6%
CCOC(=O)c1ccc(NC(=O)COCc2cc(-c3ccc4c(c3)OCO4)on2)cc1,x,-1%,x,9%,x,x,u,-2%
Cc1nn(Cc2ccc(Cl)c(Cl)c2)c(C)c1NC(=O)c1cc(-c2ccco2)on1,204%[activator],-2%,-1%,2%,-21%,-2%,-12%,-1%
CCOC(=O)/C(N=Nc1sc(C(=O)OCC)c(C)c1C(=O)OCC)=C(\C)O,8%,10%,-1%,0%,-4%,-3%,-15%,10%
CCc1nc(N[C@@H](CC(C)C)C(=O)O)c2oc3ccccc3c2n1,2%,-12%,3%,0%,4%,-10%,-8%,-13%
CC(C)(C)OC(=O)NC(CCNC=C1C(=O)OC(C)(C)OC1=O)C(=O)O (centres undefined),10%,-6%,-3%,-2%,4%,i,2%,5%
CCCc1cc2c(cc1NC(=O)c1ccccc1Cl)OCO2,2%,1%,7%,-1%,-4%,-2%,-3%,2%
CSCC[C@H](C=O)NC(=O)[C@H](CC(C)C)NC(=O)[C@H](CC(C)C)NC(C)=O,6%,-2%,1%,0%,x,-10%,-6%,0%
NC(=O)C(=O)O,6%,8%,-8%,-5%,x,i,-3%,1%
Cc1ccc(NC(=O)C2C3C=CC4(CN(Cc5cccnc5)C(=O)C24)O3)cc1F (centres undefined),7%,3%,-4%,-2%,-2%,12%,-7%,-4%
CCCNC(=O)CN(C1CCCCC1)S(C)(=O)=O,-9%,-11%,1%,1%,x,i,-6%,-2%
CC1CCc2c(sc3ncnc(N4CCOCC4)c23)C1 (centres undefined),1%,7%,4%,2%,x,0%,4%,-5%
